# Nrf2 ARE act: activates Nrf2 signaling; AREc32 ARE-luciferase reporter (MCF7-derived line), luminescence, 24 h; Potency, µM (top dose mostly 46.1 µM), inactives show at the highest dose activation, most hits filed as activators; 0.31% of 410,000 active; further: potency means the concentration at half of the fitted maximal effect; % of control where 0% means no effect; nearly all actives have a fitted effect of over 65% in size
#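 Steps: seed AREc32_Fluc cells (1000/well, 5% FBS OPTI-MEM); incubate overnight at 37 deg C; add 23 nL compound; incubate 24 hr; add Steady-Glo; hold 30 min RT; read luminescence.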
# IL-1B inflam inh: blocks inflammasome-driven IL-1 beta release; activity change, % at 57.5 µM; THP-1 LPS/ATP IL-1B secretion, AlphaLISA, 16 h; hits give low values; 4.7% of 360,000 active; in the data active means activity change below about -50%; inconclusive means mostly about -30% to -49%; further: on the % scale 0 is the no-effect control and ±100 the full control effect
#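 THP-1 cells pretreated 1 hr with compounds (up to 57.5 uM final), then stimulated with LPS (250 ng/mL final) plus ATP (1.25 mM final); secreted IL-1B measured by AlphaLISA after 16 hr, decreased signal indicating inhibition.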
# ATXN viability: cell viability loss in ATXN counter-screen; S2 cells (HEK-293 line with an ATXN2-luciferase reporter) viability, CellTiter-Fluor protease fluorescence, 24 h; Potency, µM (doses to about 56.7 µM), most hits filed as cytotoxic; 0.49% of 400,000 active; AID 651635; further: potency means the concentration at half of the fitted maximal effect; nearly all actives have a fitted effect of over 40% in size
# Nrf2 block: blocks Nrf2 signaling. A549 ARE-Fluc reporter, luciferase luminescence, 18-24 h. Potency, µM (highest dose often 46 µM), for the others: at the top dose activity change, negative = inhibition, actives largely listed as inhibitors. 2.1% of 360,000 active. AID 504444; further: potency means the concentration at half of the fitted maximal effect; on the % scale 0 is the no-effect control and ±100 the full control effect; nearly all actives have a fitted effect of over 60% in size
#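 Nrf2 function is reported as luminescence of an ARE-controlled luciferase in A549 cells. Compounds were tested at several concentrations, and a CellTiter-Fluor read on the same wells flagged cytotoxicity.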
# MCF10A rerep: induces DNA re-replication in MCF 10a normal breast cells. MCF 10A DNA re-replication, Hoechst nuclear intensity, 48 h. Potency, µM (top dose mostly 46.1 µM), without a hit: at the highest dose activity, positive = re-replication, usual class: activators. 2.9% of 350,000 active; further: potency means the concentration at half of the fitted maximal effect; % of control where 0% means no effect; nearly all actives have a fitted effect of over 50% in size
# HepG2 viability: HepG2 cytotoxicity, counter-screen for TGF-b inhibitors | 0.76% of 410,000 active | HepG2 CAGA-GFP viability, ATP luminescence, 18 h | Potency, µM (series often up to 46.1 µM), for inactives: at the highest dose activity change, negative = cytotoxicity, usual class: cytotoxic | AID 588856; further: potency means the concentration at half of the fitted maximal effect; some results filed as inactive show a strong effect at the top dose
#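 CellTiter-Glo luminescence gave cytotoxicity after 18 hours at 37 degrees C. The cells were HepG2 CAGA-GFP in 1% FBS DMEM, stimulated with 500 pg/mL TGF-beta after compound addition. %Activity was normalised to no-cell wells (complete cell-killing) and DMSO (no toxicity), and curves were fitted and classified.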
# TGFb SMAD3 inh: inhibitors of TGF-b signaling | HepG2 CAGA-GFP TGF-b/SMAD3 reporter, GFP fluorescence, 18 h; TGF-beta stimulated, 500 pg/mL final | Potency, µM (titrated, usually from 46.1 µM), for inactives: at the top dose activity, negative = inhibition, most hits filed as inhibitors | AID 588855 | 1.2% of 410,000 active; further: potency means the concentration at half of the fitted maximal effect; on the % scale 0 is the no-effect control and ±100 the full control effect; nearly all actives have a fitted effect of over 65% in size
#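 Using HEPG2 CAGA-GFP reporter cells at 1000 cells/well, we pinned test compounds, stimulated with recombinant TGF-beta (500 pg/mL final) and measured total well GFP after 18 h.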
# ATXN2 expr inh: inhibitors of ATXN2 expression; HEK-293 ATXN2-luciferase reporter, luminescence, 24 h; Potency, µM (highest dose often 57 µM), inactives show top-dose activity change, negative = inhibition, most hits filed as inhibitors; 0.72% of 360,000 active; AID 1745845; further: potency means the concentration at half of the fitted maximal effect; on the % scale 0 is the no-effect control and ±100 the full control effect; nearly all actives have a fitted effect of over 55% in size
#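 ATXN2-luciferase reporter cells (luciferase flanked by upstream and downstream ATXN2 gene portions) were treated 24 h at 37 °C with compounds at up to 57 uM. SteadyGlo luminescence gave expression; GF-AFC fluorescence gave viability.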
# A549 viability: counter-screen for Nrf2 inhibitors: cytotoxicity in A549 cells; A549 ARE-Fluc cells, CellTiter-Fluor viability, 18-24 h; 0.16% of 390,000 active; Potency, µM (top dose mostly 46 µM), for inactives: at the top dose activity change, negative = cytotoxicity, most hits filed as inhibitors; further: potency means the concentration at half of the fitted maximal effect; on the % scale 0 is the no-effect control and ±100 the full control effect
#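 A549 ARE_Fluc cells in 5% FBS OPTI-MEM were exposed to compounds in concentration-response for 18-24 h at 37 deg C. Viability was read by CellTiter-Fluor fluorescence (Ex 405/Em 525) after 30 min, before the luciferase read.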
# Starred values were filed as active, the others as inactive; i = inactive; ? = inconclusive; nt = not tested or not shown; & = joins results of further samples; [ ] = remark or other dose. Unless noted, the call rests on the fitted dose curve; in most records, active means well fitted curve in the direction sought with a large enough effect; inconclusive means small, poorly fitted or top-dose-only effect, or another doubt; inactive means no such curve, though single readings can be large; an effect the other way counts as inactive or inconclusive. No enrichment for hits; overall some 8.8% were active at least once.
SMILES | Nrf2 ARE act | MCF10A rerep | Nrf2 block | IL-1B inflam inh | HepG2 viability | ATXN viability | TGFb SMAD3 inh | A549 viability | ATXN2 expr inh
Cc1ccc(-c2cc(C(=O)N3N=C(C(F)F)CC3(O)C(F)F)c3ccccc3n2)cc1C (stereo not given) | -1.4% | 3% | ? | -71* | 20µM* | 18µM* | ? | 0%[1.84 µM] | ?
O=[N+]([O-])c1ccccc1Nc1cccnc1 | 3.8% | -12% | -29% | -28 | -1% | i | 5% | -17% | 11%
COc1ccc(/C(O)=C2/C(=O)C(=O)N(c3ccccn3)C2c2ccc(F)cc2)cc1 (stereo not given) | 0.0% | 0% | ? | 8 | -4% | i | -2% | -15% | 16%
COc1ccccc1C(=O)NCC(=O)N(C)Cc1nc2ccccc2c(=O)[nH]1 | -1.4% | nt | nt | 7 | 3% | i | 2% | nt | nt
O=C(CSc1nc(-c2ccco2)cc(C(F)(F)F)n1)Nc1ccc(C(=O)N2CCOCC2)cc1 | 5.1% | -1% | ? | -3 | 7% | i | 15% | -10% | 0%
CSc1nsc(SCc2ccc(Cl)cc2)n1 | -0.4% | -10% | nt | 1 | -21% | i | 10% | 16% | 31%
O=C(CCC(=O)c1ccc(Cl)cc1)OCC(=O)c1ccccc1 | -0.2% | -5% | -14% | 0 | 7% | i | -11% | -1% | 6%
Cc1cn2c(=O)c(S(=O)(=O)NC(C)c3ccccc3)c(C)nc2s1 (stereo not given) | -1.0% | nt | ? | nt | -8% | nt | 8% | 11% | nt
Cc1cc(OCc2ccc(C(=O)n3cccn3)o2)ccc1Cl | 0.5% | 0% | ? | 0 | 3% | i | 7% | 10% | 27%
COc1cccc(CN2C(=O)Nc3ccccc3C(=O)N2C(C)(C)C)c1 | 0.4% | 12% | -2% | 9 | -5% | i | -11% | -13% | 16%
COC(=O)C1(CC2CC(c3cccc(Br)c3)=NO2)CCN(C(=O)OC(C)(C)C)CC1 (stereo not given) | -0.2% | 5% | ? | -9 | -4% | i | ? | 21% | -23%
N#Cc1ccc(OCC(=O)n2cc(C(=O)c3cc(Cl)cc(Cl)c3O)cn2)cc1 | 2.3% | ? | 4% | 28 | -3% | i | -8% | 19% | nt
CC(=O)c1cc(NC(=O)c2ccccc2)c(=O)oc1C | 13µM* | ? | 3% | -102* | -24% | i | ? | -5% | 19%
C=CCN(c1ccccc1OC)S(=O)(=O)c1cccc(C(=O)OCC(=O)c2c(N)n(C)c(=O)n(C)c2=O)c1 | 2.6% | 20% | 21µM* | 6 | -4% | ? | ? | 1% | -20%
O=C(COC(=O)c1ccccc1SCC(=O)NC1CCS(=O)(=O)C1)NC1CCS(=O)(=O)C1 (stereo not given) | 0.6% | -3% | -2% | 0 | -2% | i | -12% | 0% | nt
O=C(NC(=S)Nc1ccccc1O)c1cccnc1 | 3.7%[9.22 µM] | 8% | 12% | -1 | -22% | i | 1% | 11% | -8%
CC(C)(CO)NC(=O)Nc1ccc(Cl)c(Cl)c1 | 3.4% | -3% | 0% | -2 | -8% | i | -6% | 2% | -15%
COc1ccc(C(=O)NC(=O)CSc2n[nH]c(N)n2)cc1 | 0.1% | 3% | -1% | -3 | 21% | i | 3% | 3% | 1%
COCCNC(=S)N(CCc1c(C)[nH]c2ccc(OC)cc12)Cc1ccco1 | 0.4% | 27% | ? | -4 | 1% | i | -31% | -17% | 12%
COc1ccc(Cl)cc1NC(=O)C1CCCO1 (stereo not given) | 0.4% | 1% | 13% | 0 | 4% | ? | -7% | -6% | -4%
Cn1cc(Br)c(C(=O)N2CCN(c3cccc(Cl)c3)CC2)n1 | 0.4% | 9% | -8% | ? | -26% | i | 0% | -1% | 0%
CCS(=O)(=O)c1nc2ccccc2n1CC(=O)N1CCOCC1 | 0.0% | 1% | 24% | 13 | 4% | i | ? | -6% | 3%
Nc1[nH]c(N=NC(=O)c2ccc(Cl)cc2)c2ccccc12 | 0.6% | -10% | 16% | -5 | -13% | i | 3% | -2% | 31%
C/C(=N\Nc1ccc(C(=O)O)cc1)c1ccc2c(c1)Nc1ccccc1S2 | 5.0% | 16µM* | 17% | 0 | -13% | i | -18% | -14% | 46%[activator]
CC(=O)N1CCc2c(sc(NC(=O)C3CCCCC3)c2C(N)=O)C1 | 2.7% | 1% | -2% | -1 | -73% | ? | ? | -3% | 15%
COC(=O)c1cc(=O)n(CCc2ccccc2F)c(=Nc2ccc(F)c(Cl)c2)s1 | 0.0% | ? | ? | -101* | -93% | nt | ? | -12% | 27µM*
C#CCOCCOCCOCCNc1nc(N2CCN(C(=O)CCCCCCCCCCNC(=O)[C@H]([C@@H](C)CC)n3cc(CCCCCN)nn3)CC2)nc(N2CCN(C(=O)CCCCCCCCCCNC(=O)[C@H](CCCCN)n3cc(CCCC(=O)O)nn3)CC2)n1 | -2.7% | -14% | 1% | -88* | -68% | ? | 7.1µM* | -14% | ?
CCn1c(=O)c2sccc2n2c(CCC(=O)Nc3ccc(OC)cc3OC)nnc12 | -0.2% | nt | -10% | nt | 0% | i | 4% | 1% | 0%
Cc1ccc(C(=O)N(Cc2ccc(N(C)C)cc2)CC2CCCO2)cc1 (stereo not given) | 0.3% | nt | -11% | nt | -13% | nt | -16% | -2% | nt
CCOC(=O)NC(=O)CSc1ccc(S(=O)(=O)N2CCCCC2)cn1 | -1.2% | 0% | 5% | -7 | 13% | i | 4% | 1% | nt
Cc1ccc(NC(=O)C2CCCN(C(=O)c3cnn(-c4ccc(F)cc4)c3-n3cccc3)C2)c(Cl)c1 (stereo not given) | -0.9% | nt | -9% | nt | -8% | i | 0% | -17% | 1%
Cc1ccc(-c2cccc(C(=O)NCc3ccccc3)n2)c2ccccc12 | -0.2% | ? | -5% | -11 | -4% | i | ? | -4% | -24%
COc1ccc(Cl)cc1Nc1ncnc2sc(C)c(S(=O)(=O)N3CCC(C)CC3)c12 | 0.0% | ? | -5% | 20 | -13% | i | -6% | 20% | -16%
COc1ccccc1NC(=O)c1ccc(NS(C)(=O)=O)cc1 | 0.3% | 4% | -25% | 0 | -10% | i | 7% | -10% | -8%
COc1ccc(-c2noc(CSc3nnc(-c4ccccc4)n3C)n2)cc1 | 5.4%&2.9% | 2% | 8% | -2 | -15%&-18% | ? | -8%&-1% | -5%&0% | -8%&-3%
Cc1ccc(C(=O)OCC(=O)N(CC(C)C)c2c(N)n(Cc3ccccc3)c(=O)[nH]c2=O)s1 | 0.3% | 2% | 6% | i | 0% | i | -6% | 4% | 4%
CCOc1ccc2[nH]cc(C(=O)N3CCN(CC)CC3)c(=O)c2c1 | -0.4% | 2% | 8% | 0 | 5% | i | 0% | 0% | 22%
Cn1nnnc1SCC(=O)Nc1cc(C(=O)O)cc(C(=O)O)c1 | -0.5% | 0% | 1% | 8 | 5% | i | -3% | -11% | -2%
O=C(CCCC(=O)c1ccccc1)NCCc1ccccc1F | 0.0% | -10% | 6% | 14 | -2% | i | 3% | -2% | 13%
O=C(NC1(C(F)(F)F)NC(=O)N(Cc2cccnc2)C1=O)c1ccncc1 (stereo not given) | -0.8% | -8% | -14% | 25 | 8% | i | 12% | 4% | 6%
CC(=O)N1CCN(C(=O)CSc2nc3c(cnn3-c3ccccc3)c(=O)[nH]2)CC1 | -0.7% | 1% | 7% | 17 | 6% | i | -10% | 0% | 6%
Cc1ccccc1NC(=O)Cn1c(C)nc2ccc(N)cc2c1=O | -0.2% | 5% | 10% | 5 | 2% | i | 11% | -6% | 0%
Cc1cc(C)c(C#N)c(Nc2ccccc2)n1 | 3.4% | -7% | -12% | -1 | -5% | i | -4% | 9% | -6%
COc1cc2oc(=O)cc(-c3cccc(-c4cccc(C)c4)c3)c2c(OC)c1OC | 3.3% | 17% | -22% | 28 | -47% | ? | ? | 4% | -23%
CC(C)CCNC(=O)c1ccc(NC(=O)C2=CSCCO2)cc1 | 4.9% | -5% | 16% | -14 | -19% | i | 4% | 15% | nt
CC(C)c1ccc(N(C(=O)c2ccco2)C(C(=O)NC2CCCC2)c2ccncc2)cc1 (stereo not given) | ? | 6% | ? | 9 | -22% | i | 1% | 1% | 33%[activator]
CCC(C)N1C(=O)S/C(=C/c2ccc(N3CCOCC3)cc2C)C1=O (stereo not given) | 3.8% | ? | 13% | 0 | -22% | nt | 1% | -7% | 77%[activator]
CCNC(=O)C1CC(=O)N(c2ccc(OCC)cc2)C1 (stereo not given) | -0.5% | -4% | 21% | 4 | -2% | i | -6% | -6% | 2%
CCCN(CC1CC1)C(=O)COC(=O)c1[nH]c(C)c(C(=O)OCC)c1C | 0.4% | 3% | -16% | -2 | -1% | i | -8% | -4% | 3%
CN(C)C(CNc1ncnc2sc3c(c12)CCCC3)c1ccco1 (stereo not given) | 12% | 10% | 5% | -11 | -1% | i | ? | 8% | -18%
Cc1cccc(-c2nc(CN3CCCC(C(=O)NC4CCC(C)CC4)C3)c(C)o2)c1 (stereo not given) | 0.0% | ? | ? | 1 | 6% | ? | 4% | -23% | -34%
CC1=C(C(=O)Nc2ccc(Cl)cc2)C(c2ccco2)NC(=O)N1 (stereo not given) | 0.6% | 1% | 1% | 11 | 11% | i | -22% | -15% | 0%
CCS(=O)(=O)N1Cc2cc(C(=O)NCC3CC3)nc(-c3cccc(-c4cccnc4)c3)c2[C@@H]1CCO | 0.2% | nt | nt | -5 | nt | i | nt | nt | -25%
O=C(Cn1c(CN2CCCCC2)nc2ccccc2c1=O)Nc1ccccc1 | -0.3% | 28% | -34% | 42 | -6% | i | -2% | 1% | -2%
COc1ccc(-c2c(-c3ccc(OC)c(C)c3O)n[nH]c2C)cc1 | -0.1% | ? | -1% | ? | -65% | nt | 14µM* | -2% | ?
CC(=O)Oc1cc(OC(C)=O)c2c(=O)c(-c3ccc4c(c3)OCCCO4)c(C)oc2c1 | -0.4% | ? | ? | 32 | -43% | i | 14% | 1% | 19%
Clc1ccc(-c2nnsc2SCc2ccccc2)cc1 | 2.4% | 23% | 17% | 0 | -26% | i | -5% | 1% | 37%
